GAA850 FXN act: activators of GAA850 frataxin (FXN) promoter; HEK293 lucGAA850 FXN promoter luciferase reporter, 24 h; percent of 10 µM SAHA response; activation, % at 6 µM; 360,000 tested, 0.56% active; AID 540364;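 active = activation above the average of all compounds screened plus 3 SD, cutoff fixed separately per campaign, cut at about 7.5% in these data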;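 also: 0% = DMSO wells and 100% = 10 µM SAHA wells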
DAX1 inh-1: blocks DAX1 repression of SF-1 activated StAR promoter. HEK293T StAR-luciferase reporter, SF-1/DAX-1 repression relief. inhibition, % at 6.8 µM. 370,000 tested, 1.1% active. AID 652010;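 active = inhibition above the mean over all tested compounds plus 3 SD, cut at about 3.6% in these data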;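 also: 0% = DAX-1 cells with DMSO and 100% = cells lacking DAX-1 with DMSO; higher inhibition means more luminescence from relief of DAX-1 repression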
ADAM10 inh: ADAM10 inhibition, QFRET primary screen; AID 720582; inhibition, % at 7 µM; 370,000 tested, 0.62% active; recombinant ADAM10, EDANS/DABCYL FRET peptide cleavage, 3 h;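 active = inhibition above a per-campaign cutoff equal to the mean of compounds falling between control-based bounds plus 3 SD, cut at about 20% in these data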;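 also: 0% = DMSO wells while the 100% control is not disclosed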
ADAM17 inh: inhibitors of human ADAM17. P78536. recombinant ADAM17, EDANS/DABCYL FRET peptide cleavage. inhibition, % at 6.95 µM. 370,000 tested, 0.83% active;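 active = inhibition above the mean of compounds lying between control limits plus 3 SD, set per campaign, cut at about 8.5% in these data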;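 also: 0% = DMSO-only wells as the low control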
HGIII-sPLA2 inh: Inhibits HGIII-sPLA2 liposome hydrolysis, primary screen; Q9NZ20; QFRET BODIPY PC-A2 liposome hydrolysis, fluorescence; inhibition, % at 12.2 µM; 370,000 tested, 0.56% active; AID 743126;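 active = inhibition above mean plus 3 SD of compounds lying within the high and low control bounds, cut at about 19% in these data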;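 also: 0% = median of test compound wells and 100% = no enzyme DMSO wells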
hcDAF12 agonist: activates DAF-12 receptor from parasite H. contortus. HEK293 hcDAF-12 lit1-tk-luc reporter, luminescence; 0% DMSO, 100% Δ7-dafachronic acid. activation, % at 6.8 µM. 370,000 tested, 1.4% active. AID 652067;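 active = activation above the mean of all tested compounds plus 3 SD, cut at about 5.5% in these data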;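 also: 100% = response to 3 µM Δ7-dafachronic acid high control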
PLC-gamma1 inh: blocks human PLC-gamma1 enzyme activity. purified PLC-gamma1, fluorogenic substrate, fluorescence. inhibition, % at 12.2 µM. AID 720700. 370,000 tested, 0.84% active; in the data active = inhibition above about 9.5%
hgDAF-12 ag: agonists of H. glycines DAF-12 nuclear receptor | HEK293 GAL4-hgDAF12 UAS-luciferase reporter, agonist luminescence; normalized to butyrate control | activation, % at 6.8 µM | 370,000 tested, 1.8% active | AID 687014;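 active = activation above a cutoff set at the mean of all screened compounds plus 3 SD, cut at about 10% in these data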;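 also: 0% = DMSO wells and 100% = sodium butyrate wells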
PLCb3 inh: blocks human PLC-beta3 enzyme activity; 370,000 tested, 0.18% active; Purified PLC-beta3, fluorogenic substrate, fluorescence; Q01970; AID 720704; inhibition, % at 12.2 µM; in the data active = inhibition above about 11%;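 also: 0% = median of compound wells on plate and 100% = full blocker control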
Target sequence (Q01970 whole entry, looked up): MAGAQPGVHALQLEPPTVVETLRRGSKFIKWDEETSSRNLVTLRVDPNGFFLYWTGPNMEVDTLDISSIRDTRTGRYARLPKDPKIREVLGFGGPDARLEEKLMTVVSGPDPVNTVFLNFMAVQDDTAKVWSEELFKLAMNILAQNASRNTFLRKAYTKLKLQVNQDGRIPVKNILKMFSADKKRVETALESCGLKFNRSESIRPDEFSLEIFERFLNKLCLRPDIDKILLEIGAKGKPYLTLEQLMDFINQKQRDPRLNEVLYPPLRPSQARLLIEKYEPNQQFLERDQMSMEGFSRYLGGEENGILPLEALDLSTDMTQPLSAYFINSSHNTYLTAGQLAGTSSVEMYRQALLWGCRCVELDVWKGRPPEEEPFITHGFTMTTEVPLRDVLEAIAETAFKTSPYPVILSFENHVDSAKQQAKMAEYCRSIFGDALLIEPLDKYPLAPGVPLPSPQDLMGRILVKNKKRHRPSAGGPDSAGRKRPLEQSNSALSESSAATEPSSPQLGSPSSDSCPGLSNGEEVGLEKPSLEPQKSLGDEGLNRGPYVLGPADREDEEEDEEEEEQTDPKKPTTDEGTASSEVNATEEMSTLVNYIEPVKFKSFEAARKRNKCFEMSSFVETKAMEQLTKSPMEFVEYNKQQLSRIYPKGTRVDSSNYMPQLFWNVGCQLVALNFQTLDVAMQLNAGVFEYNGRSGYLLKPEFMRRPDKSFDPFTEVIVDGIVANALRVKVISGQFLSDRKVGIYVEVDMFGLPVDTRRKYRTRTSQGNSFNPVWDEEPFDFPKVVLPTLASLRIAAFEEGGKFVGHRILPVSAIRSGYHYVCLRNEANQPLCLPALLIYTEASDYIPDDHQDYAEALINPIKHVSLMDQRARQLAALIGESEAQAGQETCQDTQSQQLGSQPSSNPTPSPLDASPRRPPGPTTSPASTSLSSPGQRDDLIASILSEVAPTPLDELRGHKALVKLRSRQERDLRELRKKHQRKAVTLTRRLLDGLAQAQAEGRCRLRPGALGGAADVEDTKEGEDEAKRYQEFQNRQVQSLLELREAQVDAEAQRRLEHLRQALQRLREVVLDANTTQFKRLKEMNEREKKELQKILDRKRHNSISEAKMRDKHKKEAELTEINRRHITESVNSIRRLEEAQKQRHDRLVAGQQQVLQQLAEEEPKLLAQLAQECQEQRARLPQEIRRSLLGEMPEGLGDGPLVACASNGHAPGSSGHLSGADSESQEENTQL
ssDAF-12 act: activates DAF-12 receptor from parasite S. stercoralis; activation, % at 6.8 µM; 370,000 tested, 1% active; HEK293 ssDAF-12/GRIP1 lit1-tk-luc reporter, luminescence; % of 3 µM dafachronic acid response;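 active = activation above the mean over all tested compounds plus 3 SD, cut at about 0.9% in these data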;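 also: 0% = DMSO-only wells and 100% = 3 µM delta7-dafachronic acid wells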
DAX1 inh-2: inhibits human nuclear receptor DAX1. P51843. HEK293 Gal4-DAX1 luciferase reporter, luminescence. inhibition, % at 6.75 µM. 340,000 tested, 0.99% active. AID 504766;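 active = inhibition above the mean over all tested compounds plus 3 SD, cut at about 4.2% in these data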;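 also: 0% = DAX1-transfected cells with DMSO and 100% = empty-vector control cells with DMSO; inhibition shows as a rise in luminescence from relieved DAX1 repression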
The depositor's hits bear a star; nt = no result given; & = joins results of further samples.

SMILES	GAA850 FXN act	DAX1 inh-1	ADAM10 inh	ADAM17 inh	HGIII-sPLA2 inh	hcDAF12 agonist	PLC-gamma1 inh	hgDAF-12 ag	PLCb3 inh	ssDAF-12 act	DAX1 inh-2
COc1ccc(N(C)S(=O)(=O)c2cccc(C(=O)N3CCN(c4ccccc4)CC3)c2)cc1	-1.9	-0.2	-7	0	-10	-2.7	1	-4.8	-5	-1.6	0.2
COC(=O)c1ccccc1NC(=O)CN1C(=O)CSC1=O	-0.9	0.9	-2	-3	-8	0.3	3	1.9	1	-1.1	-0.3
NC(=O)c1cc(S(=O)(=O)N2CCOCC2)cs1	3.6	0.5	-4	0	-2	-0.3	4	0.0	-7	-1.2	0.1
CCOC(=O)CNc1nc(Cl)nc(Nc2ccc(Cl)cc2)n1	0.0	-0.3	3	1	-3	-2.0	2	-2.0	-4	-1.0	2.0
CC(C)n1cc(C(=O)N2CCCC(N3CCN(c4cccc(Cl)c4)CC3)C2)cn1 (centres undefined)	1.7	-1.1	6	1	-4	0.2	0	-1.4	-7	-0.9	0.8
CC(C)CC(=O)N1CCN(C(=O)c2ccc(F)cc2)CC1	0.1	0.2	2	-3	11	-2.7	1	1.1	-3	-1.0	0.9
Cc1cc2oc(=O)cc(CN3CCCCC3)c2cc1C	1.8	-0.2	-15	-7	-1	-1.2	-4	1.9	-10	-1.5	0.2
COCCNC(=O)C(c1ccc(C)o1)N(Cc1ccccc1)C(=O)Cn1nnc2ccccc21 (centres undefined)	0.0	-0.8	10	9.1*	-4	-0.9	2	2.2	6	-1.4	2.6
COc1ccc(CNc2nc(SCC(=O)NCc3ccco3)nc3ccccc23)cc1	-3.4	-0.4	-13	-4	-6	-1.9	0	-4.6	-5	-1.2	0.1
Cc1cc(=O)c2cc(Cl)ccc2[nH]1	-0.7	-0.5	3	1	11	-1.2	1	0.8	-3	-1.3	-0.5
Cc1ccc(C(=O)Nc2ccccc2C(=O)O)cc1S(=O)(=O)NC1CCCCC1	1.4	0.1	2	3	-28	-1.2	-2	-0.3	-8	-0.9	-0.7
O=C(c1cccs1)N(CCN1CCCCC1)CC1CCCN(C2CCCC2)C1 (centres undefined)	2.5	0.2	8	1	5	2.5	-1	7.8	-4	0.9*	0.5
COCc1cc(=O)n2[nH]c(SCc3ccccc3)nc2n1	1.4	-0.2	-6	-5	6	0.5	-3	-1.5	2	-0.8	0.1
Cc1cc(NS(=O)(=O)c2ccc(NC(=O)CSc3nnc(-c4cccnc4)n3-c3ccccc3)cc2)nc(C)n1	nt	0.1	0	0	-2	-1.3	0	-0.8	-1	-0.8	nt
Cc1ccc(SCCC(=O)OCC(=O)Nc2ccc(C(N)=O)cc2)cc1	0.1	0.4	95*	-4	-2	0.3	2	-1.3	-6	-0.9	0.1
CCCC(=O)OCC(=O)Nc1ccccc1C#N	2.0	0.0	-11	-2	0	0.6	2	0.3	-7	-0.8	0.5
CC(C)(C)N1Cc2nnn(Cc3ccccc3)c2-c2cc(F)ccc2S1(=O)=O	nt	-0.3	2	3	-1	-2.1	1	-0.5	4	-1.3	nt
COc1ccccc1N1CCN(C(=O)[C@H](C)NS(=O)(=O)c2ccc3c(c2)OCCCO3)CC1	0.0	-0.6	-6	-7	10	0.2	0	-2.6	-5	-1.1	1.3
Cc1cc(C(=O)OCC(=O)Nc2sc3c(c2C#N)CCC(C)C3)c2ccccc2n1 (centres undefined)	3.8	-0.3	1	0	-2	0.5	-4	-1.0	0	-1.8	1.2
COc1cccc(N2CCN(S(=O)(=O)c3ccc(-n4cnnn4)cc3)CC2)c1	-0.1	0.4	1	3	-3	1.8	3	-1.2	-4	-1.5	0.9
COc1ccc(C)c2sc(N(CCCN(C)C)C(=O)c3ccc(S(=O)(=O)N4CCc5ccccc5C4)cc3)nc12	-7.4	5.2*	31*	-9	-10	0.8	0	3.9	2	-0.9	0.8
Cc1cc(C)n(Cc2ccc(Cl)cc2Cl)c(=O)c1S(=O)(=O)c1ccccc1	2.6	0.2	0	-4	8	-0.6	1	-1.4	-1	-1.0	-0.8
Cc1cccc(COc2ncnc3nc[nH]c23)c1	3.9	-0.2	-2	0	-17	-1.2	0	0.4	-2	-0.8	1.1
CCN(CC)c1ccc(SS(=O)(=O)O)cc1	-0.9&0.3	0.1&-0.6	3&15	-2&1	5&6	-2.1&-0.5	4&5	2.0&-1.0	4&0	-1.0&-1.6	-0.1&0.5
Cc1cc(=O)cc(C)n1-c1ccc(F)cc1F	-0.8	-0.3	5	-3	4	-1.5	0	2.2	-2	-1.7	2.0
COc1cc(/C=C2\CC/C(=C\c3cc(OC)c(OC)c(OC)c3)C2=O)cc(OC)c1OC	3.8	-0.4	-2	1	-1	-2.3	-31	-1.1	-39	-1.4	-0.2
Cc1ccc(/C=N/n2c(-c3ccco3)n[nH]c2=S)s1	1.1	-0.2	3	4	17	0.7	11*	-1.4	1	-0.4	-1.3
Cc1ccc(NC(=O)c2cc(Cl)nc3ccccc23)cc1	-3.3	-0.3	2	2	-7	2.0	-4	0.7	0	-1.2	0.5
COc1ccc(Br)cc1S(=O)(=O)N(CC(=O)N1CCN(C)CC1)c1ccccc1	-0.8	0.9	2	-3	-1	-1.3	-1	0.2	-4	-0.7	0.1
COc1ccc(N2CCN(C3CCCN(S(=O)(=O)c4ccc(C)cc4C)C3)CC2)cc1 (centres undefined)	-1.9	-5.1	10	0	0	-4.7	1	-4.7	0	-1.7	-0.2
O=C(CSCc1cnn(-c2ccccc2)c1-n1cccc1)NCCN1CCOCC1	2.3	0.1	-14	2	10	-1.3	0	0.4	0	-1.4	0.5
Cc1cc(OCC(=O)O/N=C(\N)c2ccccc2)cc(C)c1Cl	1.3	-0.6	0	1	4	-2.5	2	2.4	2	-1.5	-0.6
CCC(C)(C)NC(=O)C(c1cccnc1)N(C(=O)c1csnn1)c1ccccc1 (centres undefined)	0.8	0.3	-7	-1	0	0.5	0	1.2	-2	-2.1	-0.2
O=C(NC(=S)Nc1ccc(N2CCOCC2)c(Cl)c1)c1cncc(Br)c1	1.5	-1.1	4	3	9	-2.4	3	-2.9	3	-1.6	-0.7
N#Cc1cn(CCOc2ccccc2F)c2ccccc12	4.3	-0.2	8	7	-23	-1.6	5	1.4	-1	-0.8	0.0
COc1cc(C)nc(N(Cc2ccccc2)S(=O)(=O)c2ccc(C)cc2)n1	-0.5	-0.4	13	3	-6	-1.3	1	-0.2	-4	-0.5	2.3
CC(C)C(=O)Nc1ccc2c(c1)nc(CCN1CCCCC1)n2C	-0.6	-0.1	-76	-35	-2	1.0	4	-2.7	-6	-0.8	-0.4
c1ccc(Cn2nnc3c(N4CCc5ccccc54)ncnc32)cc1	2.0	0.2	-4	-4	3	-1.0	-8	3.3	-7	-0.8	0.5
CCOC(=O)N1CCN(CC(=O)Nc2sc(CC)cc2C(=O)c2ccc(OC)cc2)CC1	1.7	-0.8	0	1	-8	-2.6	-1	-0.5	-12	-1.1	-0.4
O=C(NCCCn1ccnc1)c1cc2c(ccc3ccccc32)o1	nt	-0.4	-396	-133	-21	-0.6	-17	3.0	-34	-1.1	nt
O=NN(CCCl)C(=O)NCC1=C[N+](=O)CC=C1	nt	1.1	-5	3	10	1.4	6	-1.4	8	-0.5	nt
Cc1cc(=O)[nH]c(COc2ccccc2)n1	2.2	-0.4	-4	-5	8	-0.6	5	-0.8	0	-0.8	0.6
COc1ccc(S(=O)(=O)NNC(=O)C2COc3ccccc3O2)cc1[N+](=O)[O-] (centres undefined)	-0.2	-1.6	-6	-5	2	4.0	2	0.3	-6	-1.0	0.5
Cc1nnc(SC/C=C/c2ccccc2)n(N)c1=O	1.6	0.2	1	-3	0	-2.1	-1	0.8	-7	-1.6	-1.1
CSCCC(NS(=O)(=O)c1ccccc1F)C(=O)N1CCCCCCC1 (centres undefined)	-0.6	1.9	-9	-4	3	1.2	1	4.0	-6	-1.0	-0.2
CC(C)(O)C#Cc1ccc(C(=O)NC2CCCCC2)s1	1.8	1.4	0	0	-4	1.6	3	11*	3	-0.6	1.2
CC1(C)O[C@@H]2C[C@H]3[C@@H]4CCC5=CC(=O)C=C[C@]5(C)[C@@]4(F)[C@@H](O)C[C@]3(C)[C@]2(C(=O)CO)O1	4.0	1.2	1	2	2	-3.2	3	-3.9	2	-1.7	0.3
COCCNCCOCCOc1cccc(OC)c1	-0.6	-0.5	-11	-1	1	-0.6	0	0.5	1	-1.3	0.0
O=C(CCNS(=O)(=O)c1cccs1)Nc1ccccc1F	1.9	-0.5	3	1	0	-0.1	2	1.6	0	-0.4	1.9
Cc1ccc(-n2nc3c(=O)n(CCCC(=O)N4CCCCC4)nc(C)c3c2C)cc1	1.4	-1.6	-1	-1	1	-1.8	1	0.8	3	-1.3	0.8
Cn1cnnc1SCC(=O)NC1CCCCC1	-0.7	0.4	-5	-3	7	-1.5	0	-0.7	-7	-0.7	0.2
CCN(C(=O)Cn1cnc2c(nc3n2CCCCC3)c1=O)c1cccc(Cl)c1	-2.2	0.3	7	0	8	0.2	12*	-1.7	0	-1.1	0.6
O=C(c1ccco1)N1CCN(S(=O)(=O)c2ccc(Br)s2)CC1	-0.4	0.5	2	2	2	-0.1	4	0.5	5	-1.1	-1.2
CCCCN(CCCC)c1cc(C)nc(-c2ccccc2O)n1	2.9	0.4	-29	-8	6	0.1	-25	1.5	-33	-0.8	1.5
COc1ccccc1N1CCN(S(=O)(=O)c2ccc3c(c2)n(C)c(=O)n3C)CC1	2.4	-0.7	-1	-6	-1	-2.4	-1	-3.5	0	-1.8	0.2
Cc1ccc(-c2cc(C(=O)NN=C/C=C/c3ccco3)[nH]n2)cc1C	nt	1.0	20*	6	6	-0.3	0	5.5	-12	-1.4	nt
CCOC(=O)c1c(C)c(C(=O)NCc2ccccn2)c(C)n1C	-1.2	-0.4	5	-3	4	-1.7	0	-1.3	4	-1.5	-0.7
CCOC(=O)C(NC(=O)CC)(Nc1sc(C)c(CC)c1C#N)C(F)(F)F (centres undefined)	1.7	-0.4	6	0	-7	-2.2	1	-1.0	1	-1.9	0.2
CC(C)(C)OC(=O)N[C@@H](C(=O)OC(C)(C)C)c1ccc2c(c1)OCO2	1.3	-0.3	2	-2	4	-2.0	0	-0.8	2	-0.5	-0.1
Cc1ccc(C(C)C)c(OCC(=O)NN=C2CCCC(=O)C2)c1	2.5	0.9	-129	-40	-51	1.7	-202	-0.9	-270	-1.4	0.0
Cc1ccc(CNC(=O)C2CCCN(S(=O)(=O)c3cccnc3)C2)cc1 (centres undefined)	-2.0	-0.2	4	-1	1	-1.3	3	-2.0	3	-0.8	-0.4
CC(Sc1ccc(S(=O)(=O)N2CCCCCC2)cn1)C(N)=O (centres undefined)	0.7	-0.9	1	0	0	-1.9	1	-0.9	-11	-1.1	1.4
CC(C)(C)c1sc(N)nc1-c1ccccc1	1.9	-0.2	-5	-4	1	-1.2	0	0.2	-1	-1.9	-0.1

Bioassay records as filed in PubChem BioAssay.
